# Screening results as filed in PubChem BioAssay.
# OX1R antag-1: OX1R (HCRTR1) antagonists, primary screen, fluorescence, CHO/OX1R cells, Fluo-8 calcium, orexin A | inhibition, % at 5 µM | Fluo-8 calcium fluorescence | actives 0.43% (n = 330,000) | AID 434989, 2010;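 active = inhibition above its plate's threshold, mean inhibition of all tested compounds on the plate plus 3 SD, cut at about 37% in these data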;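 also: 0% = orexin A challenge wells and 100% = SB-334867-A antagonist wells; not every result past the cut was called active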
# Target sequence (O43613 whole entry, looked up): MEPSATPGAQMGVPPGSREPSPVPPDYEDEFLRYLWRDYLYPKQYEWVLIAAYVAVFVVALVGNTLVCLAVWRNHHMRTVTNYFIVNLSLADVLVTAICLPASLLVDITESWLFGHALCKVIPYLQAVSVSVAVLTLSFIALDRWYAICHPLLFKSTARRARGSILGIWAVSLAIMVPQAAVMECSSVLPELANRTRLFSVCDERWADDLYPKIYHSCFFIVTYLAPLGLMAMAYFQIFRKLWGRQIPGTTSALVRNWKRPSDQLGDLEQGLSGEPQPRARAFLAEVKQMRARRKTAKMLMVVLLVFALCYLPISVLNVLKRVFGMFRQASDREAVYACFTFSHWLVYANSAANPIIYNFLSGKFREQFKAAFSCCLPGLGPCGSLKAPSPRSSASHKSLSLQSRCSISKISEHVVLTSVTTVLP
# OX1R antag-2: antagonists of human orexin 1 receptor (OX1R) | OX1R-expressing cells, FRET antagonist read-out | inhibition, % at 6.6 µM | actives 1.8% (n = 330,000) | Orexin/Hypocretin receptor type 1 (Homo sapiens), O43613 | AID 485270, 2010; in the data active = inhibition mostly above about 38%, no sharp cut-off; inactive = mostly below about 40%;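 also: 0% = agonist challenge alone and 100% = reference antagonist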
# Active calls of the source: *.
SMILES,OX1R antag-1,OX1R antag-2
COc1ccc(C(=O)C2CCCN(C(=O)/C=C/c3ccccn3)C2)c(C)c1 (stereo unspecified),-11,8
Cc1c(Cl)cnc(NC(=O)CSc2nnnn2C)c1Cl,-2,-1
COc1ccc(C2C3(C#N)C(N)=NC(OC)(OC)C23C#N)cc1 (stereo unspecified),-14,38
CSc1ccc(CN2CCC(CO)(CCOc3ccccc3)CC2)cc1,-36,10
CCOC(=O)N1CCC(NC(=O)c2sc(-n3cccc3)nc2C)CC1,-22,8
COc1ccc2c(c1OC)C(=O)OC2Nc1ncc(Br)cc1Br (stereo unspecified),8,10
C=CCOc1ccccc1/C=N/O,5,2
COc1cccc(NC(=O)CN(C)C(=O)CNC(=O)c2ccc3ccccc3c2)c1,-9,24
COc1ccc(NC(=O)CN(C)S(=O)(=O)c2ccc3c(c2)CCC(=O)N3)c(OC)c1,-5,7
Cc1ccc(N2C(=O)c3ccc(N)cc3C2=O)cc1,-12,8
Cc1c(Cl)cccc1NC(=S)NCc1ccc(Cl)cc1,15,24
NS(=O)(=O)c1ccc(CNC(=O)c2ccc3c(=O)n4c(nc3c2)CCC4)cc1,1,7
CCOC(=O)c1ccc(N2C(=O)CC(N(Cc3ccc4c(c3)OCO4)C(=O)Nc3ccccc3)C2=O)cc1 (stereo unspecified),-15,22
COc1cc(NC(=O)CSc2cc(C)c3cc(C)cc(C)c3n2)c(C(=O)O)cc1OC,-12,18
CC(C)CC(=O)Nc1ccc2c(c1)OCO2,-19,13
Cc1nc2nc(C)c(CCC(=O)N3CCc4ccccc43)c(C)n2n1,-20,10
Cc1ccc2cc(CCNC(=O)C(=O)c3c[nH]c4ccccc34)c(=O)[nH]c2c1,-3,45
O=C(CSc1nc2ccccc2[nH]1)NC(=O)NCc1ccco1,-15,48
O=C(O)CC(c1ccc(Cl)cc1)n1cccc1 (stereo unspecified),-8,17
CCC(C)(C)NC(=O)CN(C(=O)CNS(=O)(=O)c1ccccc1)c1ccccc1,-38,9
O=C(Nc1nc(-c2ccc(-c3ccccc3)cc2)cs1)C1=COCCO1,-6,17
Cc1cccc(C(=O)OCC(=O)c2c(N)n(CC(C)C)c(=O)n(C)c2=O)c1O,0,15
Cc1ccc(NS(=O)(=O)c2cc3c4c(cccc4c2)C(=O)NC3=O)cc1,-43,39
CN(CC(=O)Nc1ccc(N2CCOCC2)cc1)Cc1cc(=O)n2ccsc2n1,-14,4
Oc1[nH]c2ccccc2c1N=Nc1nc2ccccc2s1,-1,5
O=C(O)CC1(CC(=O)Nc2ccc(F)c(Cl)c2)CCCCC1,-17,29
COc1ccc(/C=N/NC(=O)CCn2nnc3ccccc32)cc1,4,18
CCOC(=O)C1(Cc2ccccc2C(F)(F)F)CCN(C2CCSC2)CC1 (stereo unspecified),-42,10
c1ccc2[nH]c3cc4ncnc4cc3nc2c1,11,70*
CC(C)NC(=O)c1ccccc1N(Cc1ccccc1)S(C)(=O)=O,-22,5
COc1ccc(Cl)cc1CN1C(=O)NC2(CCCCCC2)C1=O,-17,11
Cc1ccc(OCCCN2CCOCC2)cc1,12,4
CC(=O)NC(CCS(C)(=O)=O)C(=O)Nc1c(C)cccc1C (stereo unspecified),-21,5
COC(=O)CNC(=O)COC(=O)/C=C/c1ccccc1[N+](=O)[O-],3,30
O=C(CCC(=O)N1CCN(c2ccccn2)CC1)Nc1nnc(C2CCCCC2)s1,-13,-3
Cc1csc(=O)n1CC(=O)OCC(=O)N(CC(C)C)c1c(N)n(Cc2ccccc2)c(=O)[nH]c1=O,-5,-2
CC(=O)Nc1nc(C)c(Oc2cccc(C(F)(F)F)c2)c(=O)[nH]1,-9,3
CC(NC(=O)Cn1nc(-c2ccccc2)ccc1=O)c1ccccc1 (stereo unspecified),-10,28
CCOc1ccc(NC(=O)CCC(=O)Oc2ccc(C)cc2)cc1,-9,-2
O=C(NNC(=O)c1ccc(Br)o1)c1ccc(NC(=O)c2ccccc2)cc1,-12,7
COc1ccc(Cl)cc1NC(=O)CN(C)C(=O)c1cn(-c2ccccc2)nc1-c1cccnc1,-14,35
CC(C)(C)c1ccc(S(=O)(=O)N2CCC(O)(c3ccc(Cl)cc3)CC2)cc1,-11,0
COc1cc(CNc2ncc(-c3ccc(Br)cc3)n2C)cc(OC)c1O,-11,6
COc1cc(NC(=S)Nc2ccc(Br)cc2Cl)c(OC)cc1Cl,-6,14
Cc1ccc(S(=O)(=O)NCC(=O)NCC(=O)N2CCN(c3ncccn3)CC2)cc1C,-11,4
CC(C)CCn1c(N2CCN(c3cccc(Cl)c3)CC2)nc2c1c(=O)[nH]c(=O)n2C,-36,4
CC(C)CN(C(=O)COC(=O)C(C)N1C(=O)c2ccccc2C1=O)c1c(N)n(Cc2ccccc2)c(=O)[nH]c1=O (stereo unspecified),-7,16
COc1cc(C(C)=O)ccc1Oc1ncnc2c1cnn2-c1ccccc1,4,13
CC(NC(N)=O)C12CC3CC(CC(C3)C1)C2 (stereo unspecified),0,8
CC(=O)c1cccc(NC(=O)c2ccc(C(=O)Nc3cccc(C(C)=O)c3)nc2)c1,-15,8
CCCOc1ccccc1NS(=O)(=O)c1ccc2[nH]c(=O)[nH]c2c1,2,12
CCN(CC)S(=O)(=O)c1cccc(C(=O)/C=C2/N(C)c3ccccc3C2(C)C)c1,27,27
COC(=O)/C=c1/sc2n(c1=O)CCN=2,3,49
O=c1[nH]c2ccccc2nc1Cc1ccc(Cl)cc1,-8,16
Cc1ccccc1C(=O)NNC(=O)CSc1nnc(C)n1-c1ccccc1,-7,9
CC(=O)c1sc2nsc(SCCN3CCCC3)c2c1N,-21,19
Cc1nn(-c2ccccc2)c(NC(=O)c2cccs2)c(-c2ccccc2Cl)c1=O,-25,6
O=C(c1cc(F)ccc1F)C1CCCN(C(=O)CCc2cnccn2)C1 (stereo unspecified),-21,25
CCOc1ccc(C(=O)N2CCC3(CC2)NCCc2[nH]cnc23)cc1,-4,18
CCOC(=O)[C@@H]1[C@H]2COc3cc(OC)ccc3[C@H]2N2C(=O)N(c3cccc(F)c3)C(=O)[C@@]12C,-8,14

# A stretch of the results above:
SMILES,OX1R antag-1,OX1R antag-2
O=C(c1cc(F)ccc1F)C1CCCN(C(=O)CCc2cnccn2)C1 (stereo unspecified),-21,25
CCOc1ccc(C(=O)N2CCC3(CC2)NCCc2[nH]cnc23)cc1,-4,18
CCOC(=O)[C@@H]1[C@H]2COc3cc(OC)ccc3[C@H]2N2C(=O)N(c3cccc(F)c3)C(=O)[C@@]12C,-8,14

# The list continues.
SMILES,OX1R antag-1,OX1R antag-2
O=C(c1ccccc1Cl)N(Cc1ccc(Cl)c(Cl)c1)N1C(=O)CCCC1=O,-13,25
CCCCN1C(=N)N([C@@H](CN2CCC[C@H]2CN2C(N)=NC[C@@H]2Cc2ccccc2)C(C)C)C[C@H]1Cc1ccccc1,-10,5
COc1ccnc(N=CNOCc2cccc(Cl)c2Cl)c1C#N,-4,10
O=C(Nc1ccccc1Cl)C1C2CCC3C(CCC21)C3(Cl)Cl (stereo unspecified),-37,18
O=C(CN1CCOCC1)Nc1c(Cl)cc(Cl)cc1Cl,-4,-7
Cc1ccc(NC(=S)NNC(=O)C2CC2c2ccc(C)cc2)cc1 (stereo unspecified),-31,7
CCNc1c([N+](=O)[O-])c(=O)oc2ccccc12,-27,15
Cc1ccc(N(CC(=O)Nc2ccc(C)cn2)S(=O)(=O)c2c(C)nn(C)c2C)cc1,-29,9
N/C(=N\OC(=O)Cc1ccccc1)c1cccnc1,6,1
Cc1ccc(C)c(NC(=S)NC(NC(=O)N(C)C)C(Cl)(Cl)Cl)c1 (stereo unspecified),-18,9
CC(=O)C1=C(c2ccccc2)OC(N)=C(C#N)C1c1ccccc1C (stereo unspecified),-7,18
CN(C)c1ccc(N=Nc2ccc(C(=O)O)cc2)cc1,-12,16
Nc1nc(N)nc(-c2cc(Cl)ccc2Cl)n1,-6,17
COc1ccc(CCN(C)C2CCCN(S(=O)(=O)N(C)C)C2)cc1OC (stereo unspecified),-13,0
Cc1cc(C)n(-c2nc(NCCCN(C)C)c3c4c(sc3n2)CCCC4)n1,-22,2
CN1CCCN(Cc2nc(-c3cccc(C(F)(F)F)c3)no2)CC1,-5,14
Cc1cc(Cl)cc(Cl)c1OCC(=O)NCc1ccco1,-41,14
O=C(COc1ccc(F)cc1Cl)Nc1ccc(N2CCOCC2)cc1N1CCOCC1,-31,11
CC(C)N1CC(COc2ccc(Br)cc2)OC1=O (stereo unspecified),-7,-10
Cc1cccc(NS(=O)(=O)c2ccc3nc(-c4ccccc4)[nH]c3c2)c1C,-4,16
COC(=O)c1ccc(C2/C(=C(/O)c3ccc(OC)cc3)C(=O)C(=O)N2Cc2ccco2)cc1 (stereo unspecified),-36,14
CCOc1ccc(-n2nc3cc(C)c(N)cc3n2)cc1,-3,19
COc1ccc2sc(-c3ccc(S(C)(=O)=O)cc3)c(-c3ccc4c(c3)OCCO4)c2c1,-8,8
COCCOC(=O)C1=C(N)Oc2c(oc(CO)cc2=O)C1c1ccccc1F (stereo unspecified),-4,9
C#CCOCCOCCOCCNc1nc(N2CCN(C(=O)[C@H]([C@@H](C)CC)n3cc(CCC(=O)O)nn3)CC2)nc(N2CCN(C(=O)[C@H](C)n3cc(CCCN=C(N)N)nn3)CC2)n1,-19,23
CC(=O)Nc1c2c(nn1-c1ccc(F)cc1)CSC2,3,19
COc1ccc(S(=O)(=O)N(CC(=O)NCc2cccnc2)c2ccc(F)cc2)cc1OC,-29,6
COc1ccc(/C(=N/Nc2ncnc3ccccc23)C(=O)O)cc1,-8,34
COc1cc(/C=C2\C(=O)N(CCC#N)N=C2C)c(Br)cc1OC(C)C,-15,18
NNC(=O)c1ccc(CN2C(=O)c3cccc4cccc2c34)cc1,-19,17
COc1ccc(C(C)C)cc1S(=O)(=O)Nc1ccc(Cl)cn1,-35,9
COc1ccc(/C(C)=N/NC(=O)CNC(=O)c2cccnc2)cc1,-8,1
CCn1c(=O)c(CCC(=O)N2CCOCC2)c(C)c2c(C)nn(-c3ccccc3)c21,-16,8
CCOc1ccc(-c2ccc(SCC(=O)Nc3nnc(C)s3)nn2)cc1,-23,11
Cc1nn(C)c(C)c1NC(=O)c1ccc(S(=O)(=O)N(C)C)cc1,-13,21
Cc1nn(-c2ccccc2)c(C)c1C(=O)OCC(N)=O,7,-4
Cc1n[nH]c(=O)c2c1nnn2Cc1ccc(F)cc1,-6,1
O=C1N[C@@H](Cc2cn(S(=O)(=O)c3ccccc3)c3ccccc23)C(=O)N[C@H]1Cc1ccccc1,-14,18
CCNS(=O)(=O)c1ccc(NC(=O)Cc2ccc(F)cc2)cc1,11,20
O=C(O)c1ccc(N(c2ccccc2)c2ccccc2)cc1,-3,38
Cc1noc(C)c1S(=O)(=O)N1CCC(C(=O)NCCC2=CCCCC2)CC1,-27,24
COc1cc2c(cc1OC)C1=C(C#N)CC/C(=N\S(=O)(=O)c3ccccc3)N1CC2,-11,3
CC(C)(C)C(=O)Nc1cc(NC(=O)C(C)(C)C)cc(C(=O)Nc2cc(C(=O)O)cc(C(=O)O)c2)c1,2,-1
COC(=O)c1c(C)oc2ccc(OC(=O)c3cccs3)cc12,-40,49
O=C(NCc1ccc(C(F)(F)F)cc1)c1ccc2c(c1)S(=O)(=O)c1ccccc1C2=O,-18,20

# Copied from the list.
# Value for `CN(C)c1ccc(N=Nc2ccc(C(=O)O)cc2)cc1` under OX1R antag-2: 16
# Value for `COC(=O)CNC(=O)COC(=O)/C=C/c1ccccc1[N+](=O)[O-]` under OX1R antag-1: 3
# Value for `Cc1nc2nc(C)c(CCC(=O)N3CCc4ccccc43)c(C)n2n1` under OX1R antag-2: 10

# Molecules above with bromine, in the order listed:
SMILES,OX1R antag-1,OX1R antag-2
COc1ccc2c(c1OC)C(=O)OC2Nc1ncc(Br)cc1Br (stereo unspecified),8,10
O=C(NNC(=O)c1ccc(Br)o1)c1ccc(NC(=O)c2ccccc2)cc1,-12,7
COc1cc(CNc2ncc(-c3ccc(Br)cc3)n2C)cc(OC)c1O,-11,6
COc1cc(NC(=S)Nc2ccc(Br)cc2Cl)c(OC)cc1Cl,-6,14
CC(C)N1CC(COc2ccc(Br)cc2)OC1=O (stereo unspecified),-7,-10
COc1cc(/C=C2\C(=O)N(CCC#N)N=C2C)c(Br)cc1OC(C)C,-15,18

# Next entries
SMILES,OX1R antag-1,OX1R antag-2
CCN1C(=O)c2ccccc2S(=O)c2ccc(C(=O)NCc3ccc(OC)cc3)cc21 (stereo unspecified),-10,7
C=CCNc1ccc(C(=O)O)cc1,-6,16
O=C1CCC(c2ccccc2)=NN1,4,7
CC(Oc1ccccc1)C(=O)OCC(=O)NC(=O)NC1CCCCC1 (stereo unspecified),-31,9
O=C1CN(C(=O)c2cc([N+](=O)[O-])ccc2Cl)C(c2ccc(F)cc2)c2cc(F)ccc2N1 (stereo unspecified),-23,17
Cc1ccccc1NS(=O)(=O)c1cc2c3c(c1)CC(=O)N3CCC2,-17,15
CCC(=O)N(Cc1ccco1)c1nc(-c2cc(OC)ccc2OC)cs1,-37,17
O=C(COc1ccc(Cl)cc1Cl)NN1C(=O)/C(=C\c2ccc(Cl)cc2)SC1=S,-12,19
Cn1c(=O)n(CCc2ccccc2)c(=O)c2c1nc1n2CCCN1c1ccccc1,-14,4
O=C(C[C@@H]1C/C=C\C[C@H](NC(=O)OCC2c3ccccc3-c3ccccc32)C(=O)O[C@H](c2ccccc2)CNC1=O)NCCO,-9,8
O=C(CC1S/C(=N/N=C/c2cccs2)NC1=O)Nc1ccc(Cl)c(Cl)c1 (stereo unspecified),9,12
CCOC(=O)c1c(C)c(C(=O)Nc2ccc3c(c2)OCCO3)c(C)n1CC,-14,-1
COc1ccccc1-n1c(SCC(=O)Nc2cccc(C)c2)nc2c(c1=O)SCC2,-20,15
COc1ccc(Cc2c(O)nc[nH]c2=O)cc1,-5,14

# Compounds as they come (roughly 2.1% active in at least one column).
